D2 PAM: HTS Assay for Positive Allosteric Modulators of the Human D2 Dopamine Receptor: Primary Screen for Potentiators; D(2) dopamine receptor (Homo sapiens), P14416; HEK293 T-REx D2, calcium flux, EC20 dopamine potentiation; potentiation, % at 10 µM; 340,000 tested, 0.34% active;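 active = potentiation over 3 SD above the plate norm, cut at about 30% in these data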; also: 0% is about no effect
Target sequence (P14416 whole entry, looked up): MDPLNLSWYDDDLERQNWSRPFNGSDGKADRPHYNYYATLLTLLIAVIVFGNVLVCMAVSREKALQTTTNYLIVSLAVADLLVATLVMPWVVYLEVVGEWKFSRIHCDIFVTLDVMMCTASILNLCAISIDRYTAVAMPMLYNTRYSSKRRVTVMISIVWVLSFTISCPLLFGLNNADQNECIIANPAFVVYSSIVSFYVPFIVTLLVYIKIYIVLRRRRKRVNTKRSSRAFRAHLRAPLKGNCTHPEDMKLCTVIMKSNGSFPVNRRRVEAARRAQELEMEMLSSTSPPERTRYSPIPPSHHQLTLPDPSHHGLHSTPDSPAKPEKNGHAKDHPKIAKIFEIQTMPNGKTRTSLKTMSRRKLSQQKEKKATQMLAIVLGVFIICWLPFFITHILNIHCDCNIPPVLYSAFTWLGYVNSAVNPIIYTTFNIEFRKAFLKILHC
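Primary screen. Calcium kinetics in induced HEK293 T-REx D2 cells: compound pre-addition 180 s, EC20 dopamine, 180 s more.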
Vif-APOBEC3G blk: qHTS for Inhibitors of Vif-A3G Interactions: qHTS | HeLa A3G-eYFP + Vif (tagged APOBEC3G with the HIV-1 protein that degrades it), YFP fluorescence, overnight | 410,000 tested, 0.076% active | DNA dC->dU-editing enzyme APOBEC-3G (Homo sapiens), Q9HC16 | Potency, µM (series often up to 46.1 µM), inactives show at the top dose activity, negative = active, usual class: inhibitors;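 also: potency is read from the fitted curve at half-maximal effect; % is scaled to controls: 0 for no effect and ±100 for the full control effect; nearly all actives have a fitted effect of over 60% in size; hits raise eYFP signal because A3G escapes Vif-driven loss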
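HeLa cells stably expressing Vif and C-terminally eYFP-tagged A3G, seeded overnight at 37 deg C, then exposed to compound by pintool overnight at 37 deg C. Rise in yellow fluorescence (Ex 488/Em 500-530, Acumen) marks blocked Vif-driven A3G degradation.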
GRP78 ERSR act: qHTS for Inducers of the Endoplasmic Reticulum Stress Response (ERSR) in Human Glioma: qHTS; AID 602332, 2012; Potency, µM, inactives show at the highest dose activation, hits mostly activators; 420,000 tested, 0.02% active; U87-MG GRP78 promoter luciferase reporter, 16 h; also: potency is read from the fitted curve at half-maximal effect; series mostly up to about 76 µM; % of control where 0% means no effect; nearly all actives have a fitted effect of over 35% in size
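ERSR induction read as luciferase luminescence (Bright-Glo, 10 min at room temperature) in stably transfected human U87-MG glioma cells exposed to compounds for 16 h, using GRP78 as sensor.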
RXFP1 antag: qHTS Assay for Antagonists of the Relaxin Receptor RXFP1; Relaxin receptor 1 (Homo sapiens), Q9HBX9; HEK293-RXFP1, relaxin-stimulated cAMP HTRF, 30 min; hits give low values; activity change, negative = inhibition, % at 57.5 µM; 350,000 tested, 0.59% active;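 active = activity change of -60% or lower, but not beyond a set lower limit; inconclusive = change between -60% and -40%, or beyond the set limit; inactive = change above -40%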; also: % is scaled to controls: 0 for no effect and ±100 for the full control effect
D1 antag: Antagonist of Human D 1 Dopamine Receptor: qHTS | AID 504652, 2011 | 360,000 tested, 3.2% active | HEK293 TREx D1 cells, calcium flux, dopamine EC80; hits give low values | activity change, negative = inhibition, % at 10 µM; in the data active = activity change below about -30%; also: % is scaled to controls: 0 for no effect and ±100 for the full control effect
Target sequence (P21728 whole entry, looked up): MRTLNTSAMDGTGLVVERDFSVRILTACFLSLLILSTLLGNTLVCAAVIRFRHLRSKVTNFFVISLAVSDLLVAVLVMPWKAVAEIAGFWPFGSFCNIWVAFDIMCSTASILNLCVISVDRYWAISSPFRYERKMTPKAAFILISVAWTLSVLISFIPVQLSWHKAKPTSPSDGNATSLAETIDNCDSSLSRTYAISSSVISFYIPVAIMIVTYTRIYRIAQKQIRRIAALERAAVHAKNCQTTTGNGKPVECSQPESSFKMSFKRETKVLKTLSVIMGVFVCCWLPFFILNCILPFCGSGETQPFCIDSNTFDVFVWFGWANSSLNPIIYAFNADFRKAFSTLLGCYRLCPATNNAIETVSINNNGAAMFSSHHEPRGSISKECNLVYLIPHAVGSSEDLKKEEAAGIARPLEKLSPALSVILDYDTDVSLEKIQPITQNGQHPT
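Cells carrying a force-coupled, tetracycline-inducible human D1 receptor report calcium flux. Each well gets a 10 s baseline, compound with 180 s monitoring, then an EC80 dopamine stimulus with a second 180 s kinetic read.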
Vif-A3F inh: qHTS for Inhibitors of Vif-A3F Interactions: qHTS. Potency, µM (highest dose often 46.1 µM), inactives show top-dose activity, negative = active. 390,000 tested, 0.2% active. HeLa A3F-eYFP + Vif (tagged APOBEC3F with the HIV-1 protein that degrades it), YFP fluorescence increase; also: potency is read from the fitted curve at half-maximal effect; % of control where 0% means no effect; nearly all actives have a fitted effect of over 65% in size
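Fluorescence increase (Ex 488/Em 500-530) after overnight compound treatment at 37 deg C flags inhibition of Vif-driven A3F-eYFP loss in stable HeLa A3F-eYFP/Vif cells seeded overnight beforehand.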
RXFP1 agonist: qHTS Assay for Agonists of the Relaxin Receptor RXFP1. Relaxin receptor 1 (Homo sapiens), Q9HBX9. HEK293T-RXFP1 cAMP TR-FRET, 30 min; response scale: percent of porcine relaxin response, buffer zero. Potency, µM (highest dose often 57.5 µM), for inactives: top-dose activation, actives largely listed as activators. 370,000 tested, 0.3% active; also: potency is read from the fitted curve at half-maximal effect; % is scaled to controls: 0 for no effect and ±100 for the full control effect; nearly all actives have a fitted effect of over 60% in size; many of its hits are not listed in these tables
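cAMP rise read by TR-FRET after 30 min, 37C compound exposure (up to 58 uM) in RXFP1-transfected HEK293 cells with Ro 20174 present. EC50 from Hill-equation fits, with 29 nM porcine relaxin as 100% and buffer as basal.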
D1 agonist: Allosteric Agonists of the Human D1 Dopamine Receptor: qHTS; AID 504660, 2011; 360,000 tested, 1% active; D(1A) dopamine receptor (Homo sapiens), P21728; HEK293 T-REx D1 cells, calcium flux, agonist mode; activation, % at 2 µM; in the data active = activation above about 30%; also: 0% is about no effect
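Tetracycline-induced HEK293 TREx D1 cells, force-coupled to calcium signalling, were dye-loaded with a no-wash calcium kit. Compound was pin-added after a 10 s baseline. Fluorescence was read kinetically at 1 cycle/s for 180 s, with calcium rises flagged as agonism.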
D1 PAM: Potentiators of Human D1 Dopamine Receptor: qHTS; potentiation, % at 10 µM; AID 504651, 2011; HEK293 TREx D1 cells, calcium flux, dopamine EC20 potentiation; D(1A) dopamine receptor (Homo sapiens), P21728; 360,000 tested, 0.036% active; in the data active = potentiation above about 30%; also: 0% is about no effect
* = called active by the depositor; ? = inconclusive; · = no result given. Unless noted, calls follow the shape of the dose curve; as a rule, active = well fitted curve in the direction sought with a large enough effect; inconclusive = small, poorly fitted or top-dose-only effect, or another doubt; inactive = no such curve, though single readings can be large; an effect the other way counts as inactive or inconclusive.

SMILES	D2 PAM	Vif-APOBEC3G blk	GRP78 ERSR act	RXFP1 antag	D1 antag	Vif-A3F inh	RXFP1 agonist	D1 agonist	D1 PAM
COc1ccc(CNC(=O)c2cc(-c3cc(C)ccc3O)n[nH]2)cc1	-20	4%	?	-17	-4	-4%	-1.4%	2	-8
Cc1cc(C)c(S(=O)(=O)N2CCCOC2CNC(=O)C(=O)NCc2ccncc2)c(C)c1 (configuration not stated)	3	-4%	-3%	14	-1	0%	1.0%	-1	-1
CC1=C(c2ccc(C(C)C)cc2)S(=O)(=O)N=C1N1CCC(C(=O)Nc2ccc(C)cc2)CC1	-13	·	·	-1	47	·	2.3%	5	1
CCN(CC)CCNC(=O)C1c2ccccc2C(=O)N(C)C1c1cn(C)c2ccccc12 (configuration not stated)	-11	0%	0%	1	4	-2%	0.7%	2	-4
CC(=O)C(Cc1ccccc1)NC(=O)CCl (configuration not stated)	-13	9%	0%	2	17	-3%	0.8%	0	-1
O=C(NCCCN1CCOCC1)c1ccccc1N1C(=O)[C@@H]2Cc3c([nH]c4ccccc34)C(c3cccc(Cl)c3)N2C1=O (some centres not stated)	15	-15%	-3%	·	-46*	-2%	1.3%	10	-9
Cc1ccc(NC(=O)c2cncc(Br)c2)cc1S(=O)(=O)N(C)C	5	-5%	3%	-7	27	3%	-0.4%	1	2
CCCCN1C=C(C(=O)OC)C(c2ccccc2C(F)(F)F)C(C(=O)OC)=C1	-6	4%	-6%	-7	-16	-9%	-1.0%	1	-1
COc1cc2[nH]c(=S)n(Cc3ccco3)c(=O)c2cc1OC	4	2%	-1%	-22	·	0%	19%	1	-2
NC(=O)/C(=C/c1cccnc1)NC(=O)c1ccccc1	5	3%	1%	-3	13	-1%	0.0%	2	-3
COc1cccc(NC(=O)c2ccc3c(c2)N(CC(=O)N2CCCCC2)C(=O)C(C)(C)O3)c1	1	1%	-1%	-4	-14	-1%	0.4%	0	1
Cc1cccc(N2C(=O)N3[C@H](c4ccc(F)cc4)[C@@H]4C(=O)N(C5CCCCC5)C(=O)[C@@H]4[C@]3(Cc3ccccc3)C2=O)c1	-3	-1%	-5%	·	2	-1%	-0.1%	7	4
CCN1CCN(c2c(C=O)c(Cl)nc3ccc(OC)cc23)CC1	8	0%	-2%	16	-7	-5%	11%	-1	1
CCOc1ccc(NC(=O)CN(C)C(=O)c2cccc3ccccc23)cc1OCC	-6	-8%	-3%	-13	-6	1%	-0.7%	0	0
COc1ccc(NC(=O)CCCc2nc3ccccc3c(=O)[nH]2)cc1Cl	·	5%	-2%	-2	·	3%	·	·	·
O=C(c1ccc(=O)[nH]n1)N1CCN(S(=O)(=O)c2ccccc2F)CC1	·	-6%	-5%	-10	·	2%	·	·	·
CCC(C)NS(=O)(=O)c1ccc(NS(C)(=O)=O)cc1 (configuration not stated)	-7	-2%	-1%	11	-3	-6%	0.2%	2	-2
COc1cc(OC)cc(-n2c(=O)c3sccc3n(Cc3c(C)cc(C)cc3C)c2=O)c1	3	·	·	-3	-7	·	?	-1	1
Cc1ccc(C(=O)C[n+]2ccc3ccccc3c2)cc1	-7	-2%	2%	-14	7	-8%	0.5%	4	-11
COc1cccc(NC(=S)N2CCN(Cc3ccccc3)CC2)c1	0	-4%	4%	8	3	5%	0.3%	2	15
COc1ccc(CCNC(=O)c2sc(=S)n(C)c2N)cc1	-8	1%	-5%	0	-1	·	0.3%	1	-6
COc1ccccc1NS(=O)(=O)c1ccc(C)c(NC(=O)NC2CCCCC2)c1	-21	0%	-5%	8	-5	1%	-1.0%	7	-8
CN(C)S(=O)(=O)N1CCC(Oc2cccc(C(=O)N3CCSCC3)c2)CC1	-12	1%	-3%	-7	-21	0%	1.5%	8	-4
CC(OC(=O)c1ccc(S(=O)(=O)NCc2ccco2)cc1)C(=O)Nc1ccc(Cl)cn1 (configuration not stated)	6	0%	-2%	-4	-20	-5%	0.8%	1	-2
CCc1noc(C)c1C(=O)Nc1nc(-c2ccc(OC)c(OC)c2)cs1	10	-11%	-2%	-22	4	-29%	1.8%	-2	-6
CN(C)S(=O)(=O)c1ccc2[nH]cc(/C=C/c3nc4ccccc4c(=O)n3-c3ccccc3)c2c1	18	-25%	-2%	8	12	-15%	0.4%	4	8
COc1ccc(NC(=O)c2cc(C(C)C)on2)c(OC)c1	-3	1%	3%	·	11	0%	0.9%	1	3
O=C(O)CC(C(=O)O)N1C(=O)/C(=C/c2ccc(-c3nc4ccccc4s3)o2)SC1=S (configuration not stated)	-1	5%	-3%	3	-2	-17%	-0.1%	9	-3
Cc1cc(C)cc(N(C(=O)c2snc(C(N)=O)c2N)C(C(=O)NCC2CCCO2)c2cccs2)c1 (configuration not stated)	1	-25%	1%	?	18	-6%	-0.8%	3	-2
COc1ccc(OC)c(S(=O)(=O)NCCc2sc(-c3cccnc3)nc2C)c1	4	-3%	-3%	·	-3	9%	3.4%	1	2
COc1ccc(C(CC(=O)O)NC(=O)C(c2ccccc2)c2ccccc2)cc1 (configuration not stated)	10	1%	-4%	4	-6	14%	5.5%	3	-4
CC(=O)c1cccc(NC(=O)C=C(C)C)c1	3	-1%	-2%	-10	-4	-12%	2.4%	3	-1
CCCCNC(=O)C(=O)N/N=C/c1ccc(OCC(=O)Nc2cccc(OC)c2)c(OC)c1	-1	-8%	-3%	-1	-27	2%	2.3%	5	-11
N#Cc1ccccc1COc1cccc2c1CCCC2O (configuration not stated)	0	-6%	-2%	3	-5	0%	4.0%	7	-6
N#Cc1c(-c2ccccc2)nc(N2CCCCCC2)[nH]c1=O	-3	1%	-3%	-5	-14	-5%	9.4%	3	3
N#C/C(=C\c1ccc([N+](=O)[O-])cc1)C(=O)Nc1ccccc1O	0	-21%	10%	-33	-13	-23%	2.4%	-1	-9
O=c1sc(Nc2ccccc2)nc2ccsc12	-5	-1%	1%	-4	3	-1%	3.2%	3	-4
Cc1ccc(CN2CC(=O)N3[C@H]4c5cc(C)ccc5OC[C@@H]4[C@H](c4ccccc4)[C@]3(C)C2=O)cc1	-3	-1%	-6%	·	-13	-9%	0.2%	15	-1
CC1CN(/C(=N\S(=O)(=O)c2ccccc2)c2ccccc2)CC(C)O1 (configuration not stated)	-8	0%	-6%	8	4	-11%	1.7%	1	-9
OCCN(CCO)CC(O)Cn1c2ccccc2c2ccccc21 (configuration not stated)	4	4%	-4%	-3	11	2%	-1.5%	3	1
CN(C)CC(=O)Nc1nc(-c2ccccc2)cs1	-3	0%	2%	1	-4	-8%	-0.2%	2	4
Nc1ccc(C2CCCc3nonc32)c2nonc12 (configuration not stated)	-2	-3%	-3%	1	-19	-8%	0.1%	8	-4
O=C(COC(=O)c1cccc([N+](=O)[O-])c1)NCc1ccc2c(c1)OCO2	9	-2%	2%	-9	1	-5%	-0.8%	0	-1
Cc1ccc(C(=O)NN2C(=O)C3C4C=CC(C5CC45)C3C2=O)cc1 (configuration not stated)	6	0%	0%	6	2	10%	0.0%	1	0
COc1ccc(CC(=O)N/N=C(\C)c2ccc(Br)s2)cc1	·	1%	-4%	5	·	2%	·	·	·
Cc1onc(-c2c(Cl)cccc2Cl)c1C(=O)NCC1CCCO1 (configuration not stated)	5	3%	-3%	-13	-13	-4%	0.7%	2	-4
CC(=O)C1=C(O)C(=O)N(c2ccccn2)C1c1cccc(F)c1 (configuration not stated)	6	1%	3%	1	5	0%	?	1	9

Molecules from the list above containing two or more sulfur atoms (7):
SMILES	D2 PAM	Vif-APOBEC3G blk	GRP78 ERSR act	RXFP1 antag	D1 antag	Vif-A3F inh	RXFP1 agonist	D1 agonist	D1 PAM
CCC(C)NS(=O)(=O)c1ccc(NS(C)(=O)=O)cc1 (configuration not stated)	-7	-2%	-1%	11	-3	-6%	0.2%	2	-2
COc1ccc(CCNC(=O)c2sc(=S)n(C)c2N)cc1	-8	1%	-5%	0	-1	·	0.3%	1	-6
CN(C)S(=O)(=O)N1CCC(Oc2cccc(C(=O)N3CCSCC3)c2)CC1	-12	1%	-3%	-7	-21	0%	1.5%	8	-4
O=C(O)CC(C(=O)O)N1C(=O)/C(=C/c2ccc(-c3nc4ccccc4s3)o2)SC1=S (configuration not stated)	-1	5%	-3%	3	-2	-17%	-0.1%	9	-3
Cc1cc(C)cc(N(C(=O)c2snc(C(N)=O)c2N)C(C(=O)NCC2CCCO2)c2cccs2)c1 (configuration not stated)	1	-25%	1%	?	18	-6%	-0.8%	3	-2
COc1ccc(OC)c(S(=O)(=O)NCCc2sc(-c3cccnc3)nc2C)c1	4	-3%	-3%	·	-3	9%	3.4%	1	2
O=c1sc(Nc2ccccc2)nc2ccsc12	-5	-1%	1%	-4	3	-1%	3.2%	3	-4

These rows are one share of the data; count on the stated rates, not on these rows.
